Screening data as filed in PubChem BioAssay.
mIAP activ: activators of mouse IAP, primary screen, biochemical, luminescence, uHTS; 330,000 compounds, 0.24% hits; muIAP, CDP-Star luminescence, 30 min; active compounds read high; 1 = vehicle-only enzyme signal, 0 = enzyme-free wells; activation factor at 10 µM;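 active = activation factor of at least 2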; also: the source names both 10 and 20 µM as test concentration; values of inactives mirror those of a sister screen read the other way
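System: mouse IAP enzyme. Reagent: CDP-Star chemiluminescent phosphatase substrate. Benchmarks: DMSO wells, no-enzyme wells. Times: 30 min enzyme-substrate-compound incubation at room temperature. Detection: luminescence from enzymatic CDP-Star hydrolysis. Doses: test compounds delivered from DMSO solution.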
A3G deaminase: APOBEC3G DNA deaminase inhibitors, primary screen, biochemical, fluorescence, single-stranded DNA substrate, uHTS; DNA dC->dU-editing enzyme APOBEC-3G (Homo sapiens), Q9HC16; recombinant A3G, ssDNA deamination FAM/TAMRA fluorescence; inhibition, % at 20 µM; 330,000 compounds, 0.28% hits; AID 493012, 2011;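 active = inhibition of at least 40% at 20 µM, with no more than 30% in the related APOBEC3A deaminase screen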;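 also: plate controls were DMSO wells with A3G for no effect and wells lacking A3G enzyme for full effect; some compounds called inactive have numbers as strong as hits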
Target sequence (Q9HC16 whole entry, looked up): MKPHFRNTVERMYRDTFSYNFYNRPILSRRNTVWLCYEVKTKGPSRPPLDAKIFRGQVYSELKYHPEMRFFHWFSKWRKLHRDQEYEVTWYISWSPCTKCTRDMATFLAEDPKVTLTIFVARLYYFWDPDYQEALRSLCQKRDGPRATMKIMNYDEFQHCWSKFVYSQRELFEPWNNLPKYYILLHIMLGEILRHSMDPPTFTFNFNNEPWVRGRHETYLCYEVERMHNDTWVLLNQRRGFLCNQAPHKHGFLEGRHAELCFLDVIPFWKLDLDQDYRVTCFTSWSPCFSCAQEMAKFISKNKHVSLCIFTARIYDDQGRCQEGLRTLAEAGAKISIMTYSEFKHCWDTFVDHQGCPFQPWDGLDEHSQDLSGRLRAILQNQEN
MPTP inh: mitochondrial permeability transition pore inhibitors, primary screen, biochemical, isolated mouse mitochondria, absorbance | Ca2+ swelling absorbance, 30 min | inhibition, % at 10 µM | 360,000 compounds, 1.4% hits | AID 602449, 2012;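 active = inhibition of 50% or more, scaled per plate between neutral and stimulator controls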;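 also: 0% = DMSO wells given calcium and 100% = 1 mM EGTA wells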
MIN6 prolif: inducers of MIN6 beta-cell proliferation, primary screen, ATP luminescence, uHTS | MIN6 cells proliferation, ATPlite luminescence, 48 h; cells starved in 0.2% serum; 100% = growth in 10% serum | proliferation, % at 10 µM | 330,000 compounds, 0.29% hits;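 active = compounds whose signal lies at least 3.5 SD above the mean of all wells on their plate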;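 also: 0% = DMSO-treated cells in low-serum medium and 100% = 10% serum control; some compounds called inactive have numbers as strong as hits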
hIAP inh: human IAP inhibitors, primary screen, biochemical, luminescence, uHTS. Intestinal-type alkaline phosphatase (Homo sapiens), P09923. purified IAP, CDP-Star luminescence, 30 min. inhibition, % at 10 µM. 330,000 compounds, 0.12% hits;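 active = inhibition reaching a set limit with compound at 10 µM in the primary screen, cut at about 35% in these data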;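 also: plate controls were DMSO wells with enzyme for no effect and no-enzyme buffer wells for full effect; values of inactives mirror those of a sister screen read the other way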
mIAP block: inhibitors of mouse IAP, primary screen, biochemical, luminescence, uHTS; intestinal alkaline phosphatase [Mus musculus]; purified mouse IAP, CDP-Star luminescence, 30 min; inhibition, % at 10 µM; 330,000 compounds, 0.2% hits; AID 2806, 2010;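 active = inhibition of at least 40% at 10 µM in the primary screen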;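 also: plate controls were DMSO with enzyme for no effect and no enzyme wells for full effect; values of inactives mirror those of a sister screen read the other way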
ATG4B inhibitor: ATG4B protease inhibitors, primary screen, biochemical, fluorescence, uHTS; inhibition, % at 8.33 µM; ATG4B cleavage of LC3-PLA2, NBD-HPC fluorescence, 1 h; AID 504462, 2011; 340,000 compounds, 0.51% hits; in the data active = inhibition above about 40%
Target sequence (Q9Y4P1 whole entry, looked up): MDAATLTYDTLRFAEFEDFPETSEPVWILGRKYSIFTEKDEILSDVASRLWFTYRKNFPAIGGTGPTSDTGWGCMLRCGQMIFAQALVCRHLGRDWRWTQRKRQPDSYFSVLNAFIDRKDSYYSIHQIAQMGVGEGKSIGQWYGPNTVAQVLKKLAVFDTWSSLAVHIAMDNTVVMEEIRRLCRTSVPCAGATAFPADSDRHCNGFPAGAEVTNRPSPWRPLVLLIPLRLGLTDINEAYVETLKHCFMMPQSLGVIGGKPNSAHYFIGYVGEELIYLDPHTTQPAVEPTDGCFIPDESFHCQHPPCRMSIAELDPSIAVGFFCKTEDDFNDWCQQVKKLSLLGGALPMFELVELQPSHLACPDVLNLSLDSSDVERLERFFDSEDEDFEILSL
APOBEC3A inh: APOBEC3A ssDNA deaminase inhibitors, primary screen, selectivity assay for APOBEC3G inhibitor project, biochemical, FAM/TAMRA oligo cleavage fluorescence; 330,000 compounds, 0.41% hits; AID 493011, 2011; DNA dC->dU-editing enzyme APOBEC-3A (Homo sapiens), P31941; recombinant A3A, FAM/TAMRA ssDNA deamination fluorescence; inhibition, % at 20 µM;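 active = at least 40% inhibition at 20 µM here, with at most 30% in a related deaminase screen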;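 also: plate controls were A3A with DMSO for no effect and wells lacking A3A enzyme for full effect; some results filed as inactive read as strong as hits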
Target sequence (P31941 whole entry, looked up): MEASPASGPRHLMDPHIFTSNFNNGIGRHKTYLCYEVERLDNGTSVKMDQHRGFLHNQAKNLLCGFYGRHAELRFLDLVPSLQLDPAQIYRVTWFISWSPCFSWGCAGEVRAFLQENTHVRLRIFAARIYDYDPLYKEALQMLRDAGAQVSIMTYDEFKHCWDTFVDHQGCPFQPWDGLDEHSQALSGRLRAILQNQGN
hIAP activ: human IAP activators, primary screen, biochemical, luminescence, uHTS. Intestinal-type alkaline phosphatase (Homo sapiens), P09923. purified human IAP, CDP-Star luminescence, 30 min; active compounds read high; 1 = vehicle-only enzyme, 0 = enzyme-free background. activation factor at 10 µM. 330,000 compounds, 0.16% hits. AID 2524, 2010;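 active = activation factor of the enzyme at least 2-fold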; also: the source names both 10 and 20 µM as test concentration; values of inactives mirror those of a sister screen read the other way
Active calls of the source: *; . = not tested or not shown.

SMILES	mIAP activ	A3G deaminase	MPTP inh	MIN6 prolif	hIAP inh	mIAP block	ATG4B inhibitor	APOBEC3A inh	hIAP activ
COc1ccc(OC)c(-n2c(-c3ccc(O)cc3O)n[nH]c2=S)c1	0.801	16.2	-0.4	-2.8	-22.0	19.9	-1.3	1.9	1.22
O=C(Nc1ccc(F)cc1)N1CCOCC1	1.01	-3.2	0.3	-3.1	-1.8	-1.3	4.2	-3.9	1.02
CCN(CC)S(=O)(=O)c1ccc(NC(=O)c2cccs2)cc1	0.972	-6.5	-1.2	0.8	5.0	2.8	2.4	-2.0	0.95
Cc1ccc(S(=O)(=O)NC(CC(C)C)C(=O)N2CCOCCOCCOCC2)cc1 (centres undefined)	0.972	-3.1	-0.9	-3.7	-21.4	2.8	1.3	-3.8	1.21
CC(CCc1ccccc1)NCc1cccc2ccccc12 (centres undefined)	0.961	10.1	-0.4	-4.3	1.7	3.9	1.9	-0.4	0.983
O=C(Nc1ccc(F)cc1F)c1cccc(C(=O)Nc2ccc(F)cc2F)n1	0.946	1.5	-2.0	-7.1	-5.3	5.4	3.3	2.1	1.05
COC(=O)C(C)(C(=O)OC)c1ccc(C(F)(F)F)cc1[N+](=O)[O-]	1.08	-6.4	0.2	-2.3	-7.0	-8.0	-3.2	-9.2	1.07
COc1cccc(NC(=O)CC(=O)c2ccccc2)c1	0.997	-2.7	-0.6	-0.8	3.7	0.3	-2.3	-0.5	0.963
CC(=O)c1c(C)[nH]c(C(=O)OCc2c(F)cccc2Cl)c1C	0.952	-4.9	0.0	0.7	-3.5	4.8	5.1	11.8	1.03
Cn1cc(S(=O)(=O)N2CCN(C(=O)c3ccco3)CC2)c(=O)n(C)c1=O	1.12	-9.8	0.1	-0.3	-18.9	-12.5	0.4	-5.0	1.19

Brought forward from above: six entries, then new ones.
SMILES	mIAP activ	A3G deaminase	MPTP inh	MIN6 prolif	hIAP inh	mIAP block	ATG4B inhibitor	APOBEC3A inh	hIAP activ
CC(CCc1ccccc1)NCc1cccc2ccccc12 (centres undefined)	0.961	10.1	-0.4	-4.3	1.7	3.9	1.9	-0.4	0.983
O=C(Nc1ccc(F)cc1F)c1cccc(C(=O)Nc2ccc(F)cc2F)n1	0.946	1.5	-2.0	-7.1	-5.3	5.4	3.3	2.1	1.05
COC(=O)C(C)(C(=O)OC)c1ccc(C(F)(F)F)cc1[N+](=O)[O-]	1.08	-6.4	0.2	-2.3	-7.0	-8.0	-3.2	-9.2	1.07
COc1cccc(NC(=O)CC(=O)c2ccccc2)c1	0.997	-2.7	-0.6	-0.8	3.7	0.3	-2.3	-0.5	0.963
CC(=O)c1c(C)[nH]c(C(=O)OCc2c(F)cccc2Cl)c1C	0.952	-4.9	0.0	0.7	-3.5	4.8	5.1	11.8	1.03
Cn1cc(S(=O)(=O)N2CCN(C(=O)c3ccco3)CC2)c(=O)n(C)c1=O	1.12	-9.8	0.1	-0.3	-18.9	-12.5	0.4	-5.0	1.19
Cc1cc(OC(C)C(=O)NCc2ccncc2)c2c(C)c(C)c(=O)oc2c1 (centres undefined)	1.09	-4.1	-0.4	0.2	0.3	-8.7	1.3	-2.6	0.997
Cc1csc(NC(=O)C2CCCN(S(=O)(=O)c3ccc4c(c3)oc(=O)n4C)C2)n1 (centres undefined)	0.902	-9.7	1.5	-1.8	-0.3	9.8	-8.3	-5.2	1
CC(C)OC(=O)c1sc2nc(-c3ccccc3)ccc2c1N	1.22	-3.5	2.8	-4.0	-33.9	-22.2	-5.8	-2.4	1.34
CN(C)c1ncnc2sc(-c3ccccc3)cc12	0.995	-4.5	1.3	4.6	3.6	0.5	-2.2	-2.0	0.964
Nc1cc(C(F)(F)F)ccc1N1CCOCC1	0.983	-5.8	0.1	-3.6	6.2	1.7	-1.6	-1.0	0.938
O=C1CCCC(=O)N1c1ccc(N2CCN(c3ccc([N+](=O)[O-])cc3)CC2)c([N+](=O)[O-])c1	0.783	-3.3	.	0.0	-34.9	21.7	.	0.9	1.35
COc1ccc(N2C(=O)C3C4C=CC(C4)C3C2=O)nn1 (centres undefined)	1.12	-7.3	-0.7	-2.4	-7.3	-11.6	-8.3	-4.1	1.07
CCc1cc2c(=O)c(-c3nc4ccccc4n3C)c(C(C)C)oc2c(CN2CCN(C)CC2)c1O	0.994	-5.1	-0.3	2.2	9.7	0.6	-12.0	-2.0	0.903
CCCc1cc(C(=O)Nc2sc(C(C)=O)c(C)c2C(=O)OCC)no1	1.01	-7.8	-0.4	-1.9	7.8	-0.7	-6.9	-2.7	0.922
COc1ccc(C(=O)N(C)C2CCN(C)CC2)cc1S(=O)(=O)Nc1cc(Cl)ccc1Cl	1.02	1.7	.	1.2	-17.4	-1.9	3.6	9.8	1.17
CCOC(=O)c1c(C)[n+](-c2ccc(C)cc2)c(CC)c2cc(OC)c(OC)cc12	0.975	-8.4	0.2	-2.6	10.8	2.5	7.1	-3.3	0.892
O=C1c2cccc(Cl)c2C(=O)c2c1cccc2N1CCCC1	0.947	3.5	5.2	-1.5	-5.7	5.3	48.4*	2.2	1.06
CNc1nc2c(C)cccn2c(=O)c1C=NCc1ccccc1	1.02	1.1	2.2	0.0	0.4	-2.2	10.8	0.2	0.996
C#CCOCCOCCOCCNc1nc(N2CCN(C(=O)[C@H]([C@@H](C)CC)n3cc([C@@H](N)CO)nn3)CC2)nc(N2CCN(C(=O)[C@H](Cc3ccc(O)cc3)n3cc([C@@H](N)CC(C)C)nn3)CC2)n1	1.09	-9.7	-0.7	-0.3	2.5	-8.6	-14.1	-5.2	0.975
CCOC(=O)N1CCN(C(=O)c2cc(OCC)c(OCC)c(OCC)c2)CC1	1.03	-6.0	-1.9	1.9	-5.3	-2.6	-3.2	0.5	1.05
Cc1nn(-c2ccccc2)c(NC(=O)c2cccs2)c(-c2ccccc2Cl)c1=O	1.1	2.4	-0.3	0.1	-0.5	-10.0	0.8	2.3	1
Cn1cnc2cc(NCc3ccc(Cl)cc3)ccc21	1.09	-2.4	2.3	-3.2	-10.5	-9.0	-2.6	-6.9	1.1
COC(=O)CSc1ccc(S(=O)(=O)N2CCCCCC2)cc1[N+](=O)[O-]	0.844	3.2	0.0	-2.9	-2.3	15.6	-5.5	10.6	1.02
Clc1ccccc1CSc1nncn1-c1cccnc1	1.12	1.4	.	-2.3	-10.9	-12.0	.	-1.7	1.11
COc1cccc(OC)c1C(=O)Nc1ccc(S(=O)(=O)Nc2ncccn2)cc1	0.912	17.5	0.2	-2.4	10.3	8.8	-2.6	-5.4	0.897
O=C(COc1ccccc1)Nc1nnc(-c2ccc(Cl)cc2)o1	0.995	-0.3	-0.1	-1.5	-50.3	0.5	-4.6	-3.6	1.5
COCCN1Cc2cccc(C(=O)Nc3cccc(-c4nc5ccccc5[nH]4)c3)c2C1=O	1	10.9	6.0	-5.2	-7.3	-0.4	-38.2	7.0	1.07
CSCCC(NC(=O)c1ccccc1Cl)C(=O)N1CCN(C(c2ccccc2)c2ccccc2)CC1 (centres undefined)	1.04	-3.0	2.1	-7.3	-9.6	-3.9	8.3	-6.5	1.1
Cc1cc(C(=O)NNC(=O)CCC2CCCCC2)c(C)o1	1.04	-25.7	2.8	-0.8	-44.4	-4.2	-3.8	-3.4	1.44
COc1ccccc1NC(=O)COC(=O)COc1cccc2c1OC(C)(C)C2	0.995	-8.5	-2.7	4.2	1.8	0.5	-12.7	-2.5	0.982
CCc1sc(C(=O)N2CCc3ccccc32)cc1C	0.937	-14.4	-2.1	-3.9	10.4	6.3	17.6	3.9	0.896
Cc1ccc2c(c1)N(CC(=O)N1CCCCC1C)C(=O)CO2 (centres undefined)	0.992	-10.2	-0.1	-3.1	-12.7	0.8	2.6	-3.4	1.13
O=C1CCC(=O)N1c1ccc(NCCc2cccc(F)c2)c([N+](=O)[O-])c1	0.847	-3.9	0.6	-0.2	-0.8	15.2	2.9	2.8	1.01
CC(C)C(=O)N1CCC(n2nccc2NC(=O)CCc2ccccc2)CC1	0.981	-5.2	0.1	-5.2	-22.7	1.9	0.9	-3.8	1.23
CC1(C)CC(=O)C2=C(C1)N(c1cccc(O)c1)C1=C(C2)C(=O)CC(C)(C)C1	0.93	10.1	0.0	-2.0	-1.5	7.0	-14.2	-0.8	1.01
CN(C1=C(N2CCOCC2)C(=O)c2ccccc2C1=O)c1ccccc1	0.697	-0.9	4.4	0.0	-8.0	30.3	2.2	0.4	1.08
Nc1[nH]nc2ncc3cc4ccccc4nc3c12	0.91	-4.2	2.2	5.3	-24.6	9.0	-4.2	5.9	1.25
O=S(=O)(/N=C/c1c(O)ccc2ccccc12)c1cccs1	0.889	18.5	.	0.8	6.9	11.1	.	-2.2	0.931
CCOc1ccccc1CN1CCN(CCCc2ccccc2)CC1CCO (centres undefined)	1.02	-0.4	-0.5	-3.6	6.1	-2.5	-12.2	2.9	0.939
Cc1cc([N+](=O)[O-])cc2c1NC(=O)C2(O)N1CCOCC1 (centres undefined)	0.918	-3.1	2.9	-4.0	-1.2	8.2	-5.0	1.7	1.01
COc1ccc(CC(=O)N2N=C(C)CC2(O)c2cccnc2)cc1OC (centres undefined)	1.01	-4.9	-0.3	-1.4	9.0	-1.3	8.4	-2.6	0.91
COc1ccc(C(=O)NCCOc2cccc(OC)c2)cc1	1.06	-4.0	0.5	0.5	0.6	-5.8	-8.1	4.9	0.994
CCCCOC(=O)Nc1nnc(COc2ccccc2)s1	0.996	-6.4	-0.9	0.7	-4.0	0.4	6.5	-0.5	1.04
CCCCN(C(=O)C1=NN(c2ccccc2)C(=O)CC1)c1c(N)n(CCC)c(=O)[nH]c1=O	0.953	-6.5	0.3	-0.7	5.4	4.7	-3.4	-1.4	0.946
Cc1cccc(-n2c(SC(C)C(=O)O)nc3sc4c(c3c2=O)CCCC4)c1 (centres undefined)	0.97	0.3	2.9	-3.5	6.1	3.0	-4.6	0.1	0.939
CCc1cc2c(=O)c(-c3cscn3)coc2c(CN(C)C)c1O	1.02	-7.1	1.6	-0.2	-2.7	-1.8	-6.2	-4.6	1.03
C=CCN(c1ccc(C(=O)NCCCn2ccnc2)cc1)S(C)(=O)=O	0.96	-9.8	1.4	0.9	-5.9	4.0	-1.4	-5.3	1.06
Cn1c(=O)oc2cc(S(=O)(=O)Nc3ccccc3)ccc21	0.975	-7.0	0.3	-2.7	17.8	2.5	-3.5	-3.6	0.822
